CHRM1 antagonist: human CHRM1 antagonism | P11229 | CHO-K1 hM1, Fluo-8 calcium fluorescence, ACh EC80 antagonist | inhibition, % at 3 µM | hit rate 1.3% among 360,000;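 active means percent inhibition above its own plate's cutoff, namely the mean of that plate's compound wells plus 3 SD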;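 further: peak over basal fluorescence ratio during 140 s after agonist addition; 0% = ACh EC80 plus DMSO and 100% = DMSO alone without agonist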
Target sequence (P11229 whole entry, looked up): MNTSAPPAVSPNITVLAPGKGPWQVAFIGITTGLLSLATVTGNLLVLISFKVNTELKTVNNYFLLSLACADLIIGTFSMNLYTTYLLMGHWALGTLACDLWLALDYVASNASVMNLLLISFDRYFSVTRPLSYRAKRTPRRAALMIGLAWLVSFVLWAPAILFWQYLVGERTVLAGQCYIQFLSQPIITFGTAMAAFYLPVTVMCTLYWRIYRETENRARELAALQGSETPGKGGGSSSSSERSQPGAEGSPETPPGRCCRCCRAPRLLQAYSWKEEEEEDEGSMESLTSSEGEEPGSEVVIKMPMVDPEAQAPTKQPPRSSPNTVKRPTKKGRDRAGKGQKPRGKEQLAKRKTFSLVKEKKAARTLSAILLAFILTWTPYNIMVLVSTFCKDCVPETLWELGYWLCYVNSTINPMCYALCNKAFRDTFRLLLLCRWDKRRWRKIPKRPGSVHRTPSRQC
M1 PAM: positive allosteric modulators of human M1 muscarinic receptor; activation, % at 3 µM; CHO-K1 hM1, Fluo-8 calcium fluorescence, ACh EC20; 0% = ACh EC20, 100% = maximal ACh; hit rate 0.088% among 360,000; P11229; in the data active means activation above about 19%, passing the limit was not always enough
CHRM4 agonist: CHRM4 agonism in calcium assay; CHO-K1 hM4/Gqi5, Fluo-8 calcium fluorescence; vehicle 0%, full acetylcholine response 100%; activation, % at 3 µM; P08173; hit rate 0.14% among 360,000;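 active means activation above the run mean over all test wells plus 3 SD, cut at about 32% in these data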;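 further: peak over basal fluorescence ratio per well then scaled between controls; 0% = DMSO wells and 100% = acetylcholine at EC100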
CHRM5 antagonist: blocks acetylcholine activation of human M5 receptor | CHO-hM5 cells, Fluo-8 calcium fluorescence, ACh EC80 | inhibition, % at 3 µM | hit rate 0.59% among 360,000;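 active means inhibition above a per-plate cutoff, the mean of that plate's test compounds plus 3 SD, cut at about 27% in these data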;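 further: 0% = acetylcholine EC80 with DMSO and 100% = DMSO without agonist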
Target sequence (P08912 whole entry, looked up): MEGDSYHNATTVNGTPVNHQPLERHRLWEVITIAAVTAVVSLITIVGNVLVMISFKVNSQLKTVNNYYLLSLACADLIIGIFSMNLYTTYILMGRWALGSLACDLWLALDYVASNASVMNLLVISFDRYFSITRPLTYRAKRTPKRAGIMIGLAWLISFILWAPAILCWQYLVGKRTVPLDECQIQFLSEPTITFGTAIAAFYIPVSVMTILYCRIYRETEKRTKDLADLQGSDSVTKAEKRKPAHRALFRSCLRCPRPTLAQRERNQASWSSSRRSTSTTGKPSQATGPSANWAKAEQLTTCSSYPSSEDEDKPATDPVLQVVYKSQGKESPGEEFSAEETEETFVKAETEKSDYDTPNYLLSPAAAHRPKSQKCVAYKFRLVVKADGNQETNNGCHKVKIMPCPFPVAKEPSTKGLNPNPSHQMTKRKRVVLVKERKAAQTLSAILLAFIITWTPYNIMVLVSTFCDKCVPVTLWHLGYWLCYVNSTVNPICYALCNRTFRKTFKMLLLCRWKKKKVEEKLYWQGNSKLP
CHRM5 PAM: CHRM5 positive allosteric modulation; P08912; CHO-K1 hM5, Fluo-8 calcium, ACh EC20 PAM; 0% = ACh EC20, 100% = ACh EC100; activation, % at 3 µM; hit rate 0.3% among 360,000;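 active means activation above the run cutoff, the mean activation of all test compounds plus 3 SD, cut at about 18% in these data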
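Test system: CHO-K1 hM5 cells / Doses: single-point, 3 µM nominal / Times: Post-acetylcholine fluorescence recording 140 s / Technique: Fluo-8 calcium fluorescence / Measure: Max/basal fluorescence ratio as % of EC20–EC100 ACh window / Benchmarks: low control EC20 acetylcholine (0%), high control EC100 acetylcholine (100%) / Replicates: one well per compound, no replicates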
M4 PAM: CHRM4 positive allosteric modulation | hit rate 0.4% among 360,000 | P08173 | activation, % at 3 µM | CHO-K1 hM4/Gqi5, Fluo-8 calcium fluorescence, ACh EC20; 0% = ACh EC20, 100% = maximal ACh | AID 624126;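 active means activation above its plate's cutoff, the mean activation of sample wells plus 3 SD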; further: some results filed as inactive read as strong as hits
CHRM4 antagonist: CHRM4 antagonism in calcium assay. P08173. CHO-hM4 cells, ACh EC80, Fluo-8 calcium fluorescence. inhibition, % at 3 µM. hit rate 0.73% among 360,000;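 active means inhibition above its plate's cutoff, the mean inhibition of sample wells plus 3 SD, cut at about 27% in these data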;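 further: 0% = acetylcholine EC80 with DMSO and 100% = DMSO without agonist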
CRFBP-R2 agonist: CRF-BP/CRF-R2 complex agonism; hit rate 0.46% among 350,000; HEK293 CRF-R2/CRF-BP, calcium dye fluorescence (FLIPR); percent of saturating CRF peptide response; activation, % at 13.2 µM;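 active means activation of at least 50%, plus an integration ratio under a set limit after plate pattern correction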;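 further: plate controls were neutral control wells without compound for no effect and CRF at EC100 for full effect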
CHRM5 agonist: CHRM5 agonism in calcium assay; P08912; CHO-K1 hM5 cells, Fluo-8 calcium fluorescence; 0% DMSO wells, 100% maximal acetylcholine response; activation, % at 3 µM; hit rate 0.19% among 360,000;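 active means activation above the run's mean over test compounds plus 3 SD, cut at about 23% in these data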;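 further: signal is peak over basal fluorescence ratio across the kinetic read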
Numbers without * were called inactive; / = no result given.

CHRM1 antagonist	M1 PAM	CHRM4 agonist	SMILES	CHRM5 antagonist	CHRM5 PAM	M4 PAM	CHRM4 antagonist	CRFBP-R2 agonist	CHRM5 agonist
-11	3	4	Cn1nccc1C(=O)Oc1ccc(/C=N/NC(=O)c2ccccc2O)cc1	-11	-11	-3	-12	-0.7	0
-13	5	3	COc1ccc(C(=O)n2nc(-c3ccccc3)nc2N)cc1OC	3	-6	6	-1	1.9	3
-15	0	2	CN1CC(=O)N2C(c3cccc([N+](=O)[O-])c3)c3[nH]c4ccccc4c3C[C@H]2C1=O (some centres undefined)	4	-4	-3	-4	-2.6	-5
-10	3	0	O=C(Cc1ccc(Cl)cc1)NC1CCCCCC1	2	5	-6	9	-4.2	-9
11	-3	6	CN(CC1COc2ccccc2O1)C(=O)CSc1ncnc2sccc12 (centres undefined)	-1	-10	4	1	0.1	1
-6	4	1	Cc1ccc(Nc2nnc(SC(C)C(=O)NC3CC3)s2)cc1 (centres undefined)	7	2	4	5	0.1	0
1	2	3	CC(=O)c1cccc(N(C(=O)c2ccco2)C(C(=O)NC2CCCCC2)c2ccc(C)o2)c1 (centres undefined)	-9	6	2	-3	1.4	-1
7	-3	6	O=C(COc1cccc2cccnc12)N/N=C1\SCC(=O)N1Cc1ccccc1	2	-7	-2	-4	-0.9	-9
7	-7	0	COc1cc(NC(=O)Nc2nc(C(N)C(C)C)cs2)cc(OC)c1OC (centres undefined)	-6	1	5	-9	/	0
11	-2	14	COc1cc(OC)c(N(C)S(=O)(=O)c2cccc(C(=O)OCC(=O)NCc3ccco3)c2)cc1Cl	13	-17	-19	-3	0.3	-1
-13	10	2	C[C@@H]1C=C(C(=O)O)O[C@H](OCc2ccc(CO)cc2)C1	-1	5	11	-23	-0.7	1
3	-2	1	CN(C)CCn1c(=O)n(-c2cccc(Cl)c2)c(=O)c2c3c(sc21)CCCCC3	17	-4	-12	-1	2.3	-1
13	0	3	c1cncc(-c2nc(NCCCN3CCOCC3)c3c4c(sc3n2)CCC4)c1	-1	1	-2	6	0.4	-2
1	1	0	Cc1nnc(Nc2ccc3c(c2)OCO3)c2ccccc12	-4	-3	-1	-5	-1.5	-2
-1	1	6	COc1ccc(C(=O)Nc2ccc(-n3nncc3C(C)(C)C)cc2)cc1	12	0	-11	0	-0.7	3
11	-4	2	CN(C)CCCOC(=O)COc1ccc(C(C)(C)C)cc1	12	-11	0	3	3.5	-3
-5	5	1	CC(CN1CCCC1)C(=O)NN (centres undefined)	5	0	0	-1	-0.5	0
-9	8	2	COc1cccc(-c2nc(N3CCCC3)c3ccccc3n2)c1O	6	3	3	1	-0.3	1
3	-2	2	COc1cc(C(=O)NNC(=O)c2cccc(Cl)c2)ccc1OCC(=O)N1CCOCC1	7	2	0	-4	-4.7	0
-8	10	2	N#Cc1ccc(C23CC4(C2)[C@H](CN(Cc2ccc(-c5ccccc5)cc2)[C@@H]4c2ccccc2)C3c2ccccc2)cc1 (some centres undefined)	3	2	1	8	1.8	0

An excerpt from above in order of molar mass, high to low.
CHRM1 antagonist	M1 PAM	CHRM4 agonist	SMILES	CHRM5 antagonist	CHRM5 PAM	M4 PAM	CHRM4 antagonist	CRFBP-R2 agonist	CHRM5 agonist
3	-2	2	COc1cc(C(=O)NNC(=O)c2cccc(Cl)c2)ccc1OCC(=O)N1CCOCC1	7	2	0	-4	-4.7	0
3	-2	1	CN(C)CCn1c(=O)n(-c2cccc(Cl)c2)c(=O)c2c3c(sc21)CCCCC3	17	-4	-12	-1	2.3	-1
11	-4	2	CN(C)CCCOC(=O)COc1ccc(C(C)(C)C)cc1	12	-11	0	3	3.5	-3

The listing continues.
CHRM1 antagonist	M1 PAM	CHRM4 agonist	SMILES	CHRM5 antagonist	CHRM5 PAM	M4 PAM	CHRM4 antagonist	CRFBP-R2 agonist	CHRM5 agonist
-4	5	2	O=C(NCc1ccccc1F)C1CCN(C(=O)c2sccc2-n2cccc2)CC1	5	-5	-2	-7	0.2	-6
-5	4	1	Cc1c(CNCCC2=CCCCC2)c(C(=O)O)c(C)n1Cc1ccccc1	2	-3	-3	2	-0.3	-2
0	7	0	Cc1ccc(CNC(=O)C(=O)NCC2OCCN2C(=O)c2ccc3c(c2)OCO3)cc1 (centres undefined)	1	3	-1	8	-4.8	-3
-10	8	1	CCC(=O)Nc1cccc(NC(=O)CSc2nnc(C(C)C)n2CC)c1	-2	-1	6	-10	0.1	-4
-1	-1	2	O=C1CCc2cc(S(=O)(=O)Nc3ccccc3F)cc3c2N1CCC3	4	1	-2	4	-1.6	0
-3	3	2	O=C(NCCN1CCN(C(=O)c2ccc([N+](=O)[O-])cc2)CC1)C(=O)Nc1ccc(F)cc1	-4	-4	-5	1	-2.5	-1
2	-1	7	Cc1nc(-c2ccc(C(=O)Nc3cccc(Br)c3)cc2)cs1	-2	-2	-8	0	-0.7	1
21	0	0	O=C1CCCc2nc3c(cc21)C(O)Oc1c-3ccc2ccccc12 (centres undefined)	8	-6	-4	7	-1.1	-1
-8	8	0	Cc1ccc(Cn2nc(C)c(NC(=O)CSc3n[nH]c(C)c3[N+](=O)[O-])c2C)cc1	3	-3	-5	8	-2.2	-1
-13	7	1	O=C(C1CCCCC1)N(Cc1ccccc1)c1ccccn1	0	-2	-4	-6	-0.7	2
-10	3	1	CCOc1cc2c(cc1/C=C/C(=O)O)OC(C)C2 (centres undefined)	-5	6	0	6	0.0	1
-5	6	1	O=C(CN1CCOCC1)N/N=C/c1ccc(C(=O)O)cc1	-1	-3	1	2	0.4	0
2	2	1	COc1cc(/C=N/N2CCN(C3c4ccccc4-c4ccccc43)CC2)cc(OC)c1O	6	-5	4	2	0.1	-2
5	14	2	O=C(CN1C(=O)NC2(CCCC2)C1=O)Nc1ccc(C(F)(F)F)cc1	-12	16	-1	-6	-0.7	1
-2	5	2	COc1ccc(CCNC(=O)CC(=O)NCCc2ccc(OC)cc2)cc1	7	0	-3	2	-1.6	-1
7	-4	17	Cc1ccc(CNC(=O)C2CCC(=O)N2Cc2ccc(C)cc2)cc1 (centres undefined)	10	-11	0	-9	-0.4	3
-11	5	1	CCN(CC)c1ccc(NC(=O)CN2CCN(c3ccc(F)cc3)CC2)cc1	-1	4	0	-10	-0.4	-6
8	-6	1	Cc1ccc(Cn2c(CCNc3nc(-c4ccc(C)cc4)cs3)nc3cc(C(=O)NCCCO)ccc32)cc1	9	-11	-7	8	-1.2	-6
/	/	2	CCC(=O)N1Cc2cc(C(=O)N(C)C)nc(-c3cccc(-c4cncnc4)c3)c2[C@@H]1CCO	0	0	15	-11	/	1
2	1	2	COc1ccc(CCNC(=O)c2cccc(S(=O)(=O)N3CCCC3)c2)cc1OC	-4	-3	3	-8	-0.8	-2
-15	15	0	COc1ccc(-c2nc3cc([N+](=O)[O-])ccc3o2)cc1OC	9	2	8	-9	1.0	1
1	7	1	Cc1ccc(-n2ncc3c(SCc4cccc(C)c4)ncnc32)cc1	7	-1	3	6	-0.5	-1
-8	9	1	COc1ccc(NC(=O)CS(=O)(=O)c2cccc(Cl)c2)cc1	10	-3	3	0	-0.9	-3
3	4	1	Cc1nc(SCC(=O)NCCc2ccc(Cl)cc2)nc(C)c1C	1	-1	10	-3	-0.9	-5
-1	-2	5	N#Cc1ccc(CN2CCN(C(=O)c3ccc(S(=O)(=O)N4CCCCCC4)cc3)CC2)cc1	2	-4	-2	-6	-0.3	7
-1	0	0	CCN(CC)CCn1c2c(c(SCC(=O)Nc3nc4ccc(C)cc4s3)nc1=O)CCC2	-6	4	1	2	-0.5	-8
31	-18	10	Cc1c(Cl)cccc1NC(=O)COC(=O)c1c2c(nc3ccccc13)CCN(Cc1ccccc1)C2	23	-17	-11	16	4.1	0
-2	-3	-1	COc1ccc(-c2ccnc3nc(Sc4ncc(C(F)(F)F)cc4Cl)nn23)cc1	-1	2	-1	-1	-1.0	-3
-8	2	0	CC(C)C[C@@H](CN)NC(=O)c1nc[nH]c1C(=O)N[C@@H](C)C(=O)CNC[C@H](CC(C)C)NC(=O)c1nc[nH]c1C(=O)N[C@@H](CC(=O)O)C(=O)O	8	-3	6	-5	3.5	0
-1	2	0	CC1(C(=O)NS(=O)(=O)c2cccs2)CCN1C(=O)C1(c2ccccc2)CCCC1 (centres undefined)	9	-6	-2	-4	/	5
6	-4	4	OC(COC(c1ccc(F)cc1)c1ccc(F)cc1)CN1CCc2ccccc2C1 (centres undefined)	-1	-4	-6	2	2.2	-4
0	6	6	Cc1[nH]n(C(N)=S)c(=O)c1N=Nc1cccc([N+](=O)[O-])c1C	16	-12	-4	7	5.9	3
-4	3	1	CCc1ccccc1NC(=O)COc1ccc(C(=S)N2CCCC2)cc1	2	4	-10	-3	-1.0	0
-12	22	2	CCCC(c1nnnn1Cc1cccs1)N1CCN(C)CC1 (centres undefined)	-6	17	5	-6	-3.0	-7
0	-2	0	COCC(O)Cn1ccnc1[N+](=O)[O-] (centres undefined)	1	-1	1	-7	2.1	0
-15	7	4	COc1cccc(C(O)c2nc(-c3ccc(OC)nc3)cs2)c1 (centres undefined)	3	-2	10	-10	/	1
25	-9	16	CCCn1c(N)c(C(=O)CSc2nnc(Cc3ccccc3)o2)c(=O)n(C)c1=O	19	-24	-4	-4	-1.2	1

In the list so far, nine contain an aryl thioether with sulfur outside any ring:
CHRM1 antagonist	M1 PAM	CHRM4 agonist	SMILES	CHRM5 antagonist	CHRM5 PAM	M4 PAM	CHRM4 antagonist	CRFBP-R2 agonist	CHRM5 agonist
11	-3	6	CN(CC1COc2ccccc2O1)C(=O)CSc1ncnc2sccc12 (centres undefined)	-1	-10	4	1	0.1	1
-6	4	1	Cc1ccc(Nc2nnc(SC(C)C(=O)NC3CC3)s2)cc1 (centres undefined)	7	2	4	5	0.1	0
-10	8	1	CCC(=O)Nc1cccc(NC(=O)CSc2nnc(C(C)C)n2CC)c1	-2	-1	6	-10	0.1	-4
-8	8	0	Cc1ccc(Cn2nc(C)c(NC(=O)CSc3n[nH]c(C)c3[N+](=O)[O-])c2C)cc1	3	-3	-5	8	-2.2	-1
1	7	1	Cc1ccc(-n2ncc3c(SCc4cccc(C)c4)ncnc32)cc1	7	-1	3	6	-0.5	-1
3	4	1	Cc1nc(SCC(=O)NCCc2ccc(Cl)cc2)nc(C)c1C	1	-1	10	-3	-0.9	-5
-1	0	0	CCN(CC)CCn1c2c(c(SCC(=O)Nc3nc4ccc(C)cc4s3)nc1=O)CCC2	-6	4	1	2	-0.5	-8
-2	-3	-1	COc1ccc(-c2ccnc3nc(Sc4ncc(C(F)(F)F)cc4Cl)nn23)cc1	-1	2	-1	-1	-1.0	-3
25	-9	16	CCCn1c(N)c(C(=O)CSc2nnc(Cc3ccccc3)o2)c(=O)n(C)c1=O	19	-24	-4	-4	-1.2	1

Screens (PubChem BioAssay)

Hits appear at their usual frequency (roughly 2.8% active in at least one column).
